TbMetRS inhib: T. brucei MetRS inhibitors, primary screen, biochemical, luminescence; methionyl-tRNA synthetase (Trypanosoma brucei brucei); purified T. brucei MetRS, ATP depletion, Kinase-Glo luminescence; inhibition, % at 11.9 µM; actives 0.4% (n = 360,000); AID 624268, 2012;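 active = inhibition above a per-plate cutoff of the control wells' mean inhibition plus 3 SD, cut at about 5.5% in these data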;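 also: 0% = DMSO wells median and 100% = median of wells with control inhibitor compound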
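Test system – parasite MetRS enzyme · Reagent – substrates ATP, L-methionine and bulk Escherichia coli tRNA · Doses – 11.9 µM compound single dose, 0.9% DMSO · Times – 15 min enzyme-compound preincubation, 2 h reaction, 10 min detection, 25 °C · Signal – Kinase-Glo luminescence, ATP depletion format · Controls – DMSO-only wells as low control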
CSN deneddyl inh: inhibitors of CSN-mediated cullin deneddylation, primary screen, biochemical, fluorescence polarization, uHTS; Purified CSN, SCF-Nedd8-OG deneddylation; COP9 signalosome complex subunit 5 (Homo sapiens), Q92905; AID 651999, 2013; inhibition, % at 12.5 µM; actives 0.38% (n = 360,000);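 active = pattern-corrected inhibition above about 35%, with an unprinted fluorescence ratio check between 0.5 and 1.5, limit read from the data, passing the limit was not always enough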;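 also: 0% = enzyme with substrate and 100% = substrate without enzyme; some results filed as inactive read as strong as hits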
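Schedule: reaction 90 min, room temperature / Assay system: HEK293T-derived human Csn5 enzyme / Input: Csn5 at 0.24 nM final / Measure: inhibition of Csn5 cleavage, % / Control set: substrate-only high control, full reaction low control / Technique: fluorescence polarization of the substrate / Buffer or medium: Tris/NaCl/DTT buffer, pH 7.5 / Reagent: SCFSkp2-Nedd8OG substrate at 10 nM final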
E coli Lon inh: inhibitors of E. coli Lon protease, primary screen, biochemical, fluorescence polarization; P0A9M0; purified E. coli Lon protease; inhibition, % at 7.94 µM; actives 0.42% (n = 360,000); in the data active = inhibition above about 13%, passing the limit was not always enough;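 also: 0% = enzyme with probe and DMSO and 100% = no enzyme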
Target sequence (P0A9M0 whole entry, looked up): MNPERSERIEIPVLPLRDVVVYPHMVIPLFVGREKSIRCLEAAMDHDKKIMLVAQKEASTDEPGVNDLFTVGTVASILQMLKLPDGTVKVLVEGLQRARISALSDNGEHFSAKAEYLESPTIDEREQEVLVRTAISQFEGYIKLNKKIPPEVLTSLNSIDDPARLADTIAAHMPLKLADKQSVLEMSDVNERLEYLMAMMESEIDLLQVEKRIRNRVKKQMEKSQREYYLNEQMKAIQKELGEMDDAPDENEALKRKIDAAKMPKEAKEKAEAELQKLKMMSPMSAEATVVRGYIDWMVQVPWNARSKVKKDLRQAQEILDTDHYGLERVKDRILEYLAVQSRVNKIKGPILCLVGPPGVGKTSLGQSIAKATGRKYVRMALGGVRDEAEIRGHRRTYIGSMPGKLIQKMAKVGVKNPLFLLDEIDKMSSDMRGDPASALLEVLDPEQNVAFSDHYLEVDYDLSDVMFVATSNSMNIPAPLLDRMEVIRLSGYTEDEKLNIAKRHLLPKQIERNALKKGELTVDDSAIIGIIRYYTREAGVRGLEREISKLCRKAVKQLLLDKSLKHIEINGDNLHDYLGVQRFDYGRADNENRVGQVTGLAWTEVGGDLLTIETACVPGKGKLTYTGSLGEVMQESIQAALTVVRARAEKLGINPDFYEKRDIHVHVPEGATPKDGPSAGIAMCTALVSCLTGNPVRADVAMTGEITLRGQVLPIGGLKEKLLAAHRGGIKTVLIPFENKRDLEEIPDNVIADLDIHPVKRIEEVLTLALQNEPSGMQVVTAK
Neddyl block: inhibitors of cullin neddylation, primary screen, biochemical, TR-FRET, uHTS, NAE and Ubc12 | NEDD8-conjugating enzyme Ubc12 (Homo sapiens) + NEDD8-activating enzyme E1 regulatory … | calls only at 25 µM | actives 0.58% (n = 360,000); in the data active = inhibition above about 36%
FAS-TE inh: FAS thioesterase domain inhibitors, primary screen, biochemical, fluorescence intensity, uHTS. Fatty acid synthase (Homo sapiens), P49327. recombinant FAS-TE, OMFH fluorogenic substrate, fluorescence endpoint. inhibition, % at 15 µM. actives 0.67% (n = 360,000);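 active = compounds whose normalised, plate-corrected inhibition of enzyme fluorescence in the single-dose primary screen is 50% or more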;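 also: 0% = DMSO with enzyme and 100% = substrate without enzyme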
Rin1 Abl inh: inhibitors of Rin1-Abl protein binding, primary screen, biochemical, TR-FRET; Tyrosine-protein kinase ABL1 (Homo sapiens) + Ras and Rab interactor 1 (Homo sapiens), …; inhibition, % at 7.35 µM; actives 0.4% (n = 360,000); AID 588664, 2011; in the data active = inhibition above about 5%, passing the limit was not always enough
PABP1 MLLE inh: inhibitors of PABP1 MLLE–PAM2 peptide binding, primary screen, biochemical, fluorescence polarization, FITC-PAM2, GST-MLLE. actives 0.36% (n = 360,000). inhibition, % at 20 µM. AID 588489, 2011; in the data active = inhibition above about 35%, passing the limit was not always enough;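 also: plate controls were DMSO wells with GST-MLLE for no effect and wells lacking GST-MLLE protein for full effect; some results filed as inactive read as strong as hits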
MsrA inhibitor: bovine MsrA enzyme inhibitors, primary screen, biochemical, absorbance, HTS; Methionine sulfoxide reductase A (Bos taurus); purified bovine MsrA, absorbance read-out; inhibition, % at 15.5 µM; actives 0.75% (n = 360,000); AID 651718, 2012; in the data active = inhibition above about 4.5%;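 also: 0% = vehicle wells with enzyme and 100% = reference inhibitor wells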
MsrA act: bovine MsrA enzyme activators, primary screen, biochemical, absorbance, HTS; purified bovine MsrA, absorbance read-out; activation, % at 10.6 µM; actives 0.3% (n = 360,000); AID 602163, 2012; in the data active = activation above about 7.5%;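 also: 0% = vehicle and 100% = reference activator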
An asterisk follows results filed as active; i = inactive; nt = not tested or not shown; + = active, no number.

mol	TbMetRS inhib	CSN deneddyl inh	E coli Lon inh	Neddyl block	FAS-TE inh	Rin1 Abl inh	PABP1 MLLE inh	MsrA inhibitor	MsrA act
O=C(Nc1ccccc1)C1=C[C@H](c2ccc(C(F)(F)F)cc2)C[C@H](OCCCCO)O1	-0.3	-4.7	-9.3	i	8.0	1.9	-1.6	-0.3	0.8
Clc1ccc(C[n+]2cc(-c3ccc(Cl)cc3)n3c2CCC3)cc1	0.3	-1.2	-3.1	i	-2.4	0.7	-2.5	0.6	-2.3
CCOc1ccc(OCC)c(NC(=O)CCSCCc2ccccn2)c1	0.1	-1.2	6.7	i	-4.4	-0.1	4.0	1.4	-0.7
Cc1occc1C(=O)NN1C(=O)C2C3CCC(O3)C2C1=O (stereo not drawn)	-1.5	0.5	-7.6	i	-5.8	-1.5	5.9	0.1	-7.8
COc1cccc(-n2nnnc2SCC(=O)NC2CCCCC2)c1	-0.5	-4.3	0.1	i	-0.7	1.4	12.3	-0.1	4.7
CC(C)CCNC(=O)NC(=O)COC(=O)/C=C/c1cnc2ccccc2n1	-0.7	0.7	-6.8	i	-46.4	-9.5	-20.5	-0.6	-0.7
C/C=C/Cn1c(SC)nc2c1c(=O)[nH]c(=O)n2C	-1.1	0.9	-18.0	i	-6.3	-1.1	31.0	1.0	-4.7
CCOC(=O)CSC1=NC(=O)/C(=C/c2ccc(Br)cc2)S1	-0.2	4.7	-4.5	i	8.5	-1.8	14.6	3.3	-4.0
Cn1c(N)c(C(=O)CCl)c(=O)n(C)c1=O	-0.4	-2.6	2.6	i	-11.8	-2.0	18.6	-1.0	-0.7
CC1CCC(NC(=O)CN2C(=O)NC(C)(C)C2=O)CC1 (stereo not drawn)	-0.2	-2.3	-10.6	i	-7.0	-1.7	-1.0	1.7	-4.7
CC(C)NC(=O)C1CCN(C2CCN(Cc3ccc4cccc(F)c4n3)CC2)CC1	0.0	4.4	1.0	i	-5.1	-1.6	-6.1	-0.6	-1.8
O=C(O)c1cccc(NC(=O)c2cccc(S(=O)(=O)Nc3cccc([N+](=O)[O-])c3)c2)c1	-2.4	0.8	4.4	i	-4.0	-4.1	-2.6	0.4	-4.6
Cc1cc2c(=O)oc(-c3ccccc3Br)nc2s1	0.1	1.8	2.6	i	59.1*	-1.8	6.0	2.0	-2.3
O=C(O)CSCC(=O)Nc1ccccc1	-1.2	-4.7	-3.1	i	-5.4	3.1	6.3	0.3	-7.5
O=C(Nc1ccc(NC(=O)c2cccs2)cn1)c1ccccc1	-0.4	-1.5	-0.6	i	-5.3	0.2	5.4	1.9	-2.3
COc1nc(NCC(C)C)nc(Oc2ccc(=O)n(-c3ccccc3)n2)n1	-0.2	-2.4	-15.2	i	-3.1	0.0	-13.4	0.6	0.4
CSC(=O)NC12CC3CC(CC(C)(C3)C1)C2	-0.4	0.6	-0.8	i	1.7	-1.3	7.9	-0.1	-8.1
CC(=O)N1c2ccc(S(=O)(=O)N3CCC(C(=O)NCc4ccc(N(C)C)cc4)CC3)cc2CC1C (stereo not drawn)	-0.1	-4.6	-1.2	i	-0.2	3.6	5.8	-1.0	-2.3
O=C(N/N=C1\CCCc2ccccc21)c1cccc(Br)c1	-0.7	-5.2	-8.6	i	7.6	-1.6	-2.0	-0.2	-2.0
COc1ccc(CCNC(=O)CCC(=O)NC2CCCC(C)C2C)cc1OC (stereo not drawn)	-0.4	2.7	-10.7	i	-3.2	-2.3	-12.2	-0.7	-4.6
CCOc1ccccc1CNc1ccc(N2CCOCC2)c(C(=O)O)c1	-1.0	4.0	-1.8	+	-6.2	2.2	0.9	nt	-4.8
CC1CCN(S(=O)(=O)c2ccc3c(ccn3CC(=O)O)c2)CC1	0.6	1.4	-2.5	i	-3.7	-0.2	-8.5	0.3	-3.1
CC1CCN(S(=O)(=O)c2ccc(C(=O)NNC(=O)C3CC3)cc2)CC1	-1.7	3.7	9.6	i	1.5	-0.5	-7.3	-0.6	-15.6
COC(=O)C(=Cc1ccc(-c2ccsc2C(=O)OC)o1)C(=O)OC	-0.4	4.3	1.0	nt	-1.6	-0.6	2.6	2.6	-3.0
COc1ccc(Cn2cc(CN3CC(N4CCN(Cc5ccccc5F)CC4)CS3(=O)=O)nn2)cc1 (stereo not drawn)	-0.2	0.8	7.9	i	-7.1	nt	nt	1.5	-2.8
CCCCNc1c([N+](=O)[O-])cc(C(=O)O)cc1[N+](=O)[O-]	-0.8	-2.4	-7.9	i	-7.1	1.1	2.1	1.3	-9.1
COc1cccc(NC(=O)COC(=O)c2cc(S(=O)(=O)N3CCOCC3)ccc2C)c1	0.2	4.0	-2.9	i	3.8	2.9	-5.3	-1.0	-1.7
COc1ccc(C(=O)C[n+]2ccc3c(c2)nc(-c2ccccc2)n3C)cc1	-0.3	-4.0	-15.0	i	-8.3	-0.2	3.4	0.2	2.3
CCN(C(=O)c1cc2ccccc2oc1=O)c1cccc(C)c1	-0.8	0.0	1.0	i	0.0	-6.2	-2.3	2.5	-3.1
COc1cc2[nH]c(=S)n(CCCN3CCOCC3)c(=O)c2cc1OC	-1.2	2.4	-9.1	i	-11.4	-1.6	-39.8	1.0	-11.5
O=[N+]([O-])c1ccc(NCc2ccccc2N2CCC(CO)CC2)nc1	0.4	4.8	3.5	i	6.8	0.8	4.5	1.7	-1.1
O=C(CS(=O)CC(=O)Nc1cccnc1)Nc1ccc(F)cc1 (stereo not drawn)	0.1	-0.2	-3.8	i	-5.1	2.2	4.8	0.5	-2.3
COc1ccc(NC(=O)c2ccc(-c3ccc(OC)cc3)s2)cc1	-1.9	-1.9	-1.1	i	-10.8	3.2	-11.8	1.1	-13.8
Cc1cccc(OCCNC(=S)NC(=O)c2cccnc2)c1	-0.4	-11.7	-3.6	i	-1.4	-2.4	22.0	0.8	-6.1
COCCCNC(=O)c1cn(-c2cccc(OC)c2)c(=O)c2ccccc12	1.2	0.1	-14.9	i	-5.6	2.9	-10.6	0.5	-1.6
COc1cc(C(=O)N2CCN(S(=O)(=O)c3ccc(C)cc3C)CC2)ccc1OCC(=O)N1CCOCC1	-0.1	-2.0	-5.9	i	-7.0	1.1	-1.5	0.0	-1.3
CC(C)CNC(=O)c1ccc2c(c1)C(=O)N(C1CCCCC1)C2=O	-1.6	3.5	0.8	i	4.3	0.3	6.8	0.7	-8.5
COc1cc(/C=C2/N=C(C3CCCCC3)OC2=O)cc(OC)c1OC	-0.4	4.5	0.5	i	6.2	-2.0	-2.9	-1.0	-1.8
CCn1c(SCC(=O)Nc2ccccc2C(=O)OC)nnc1-c1cccc(C)c1	-0.7	3.2	4.8	i	-3.5	1.6	6.1	0.1	0.1
Cc1ccc(/C=C2\Oc3cc(OC(=O)N4CCOCC4)ccc3C2=O)cc1	0.0	5.6	-11.7	i	-10.2	-0.8	18.6	-0.3	-2.8
Cc1ccc(C(=O)Nn2cnnc2)cc1[N+](=O)[O-]	0.2	-0.1	-5.7	i	-6.2	0.4	3.0	-0.2	-2.5
Cc1cc(N(CN2CCCC2=O)C(=O)c2ccc(F)cc2)no1	0.3	6.5	4.9	i	-7.4	-0.9	-0.7	-1.0	-3.0
O=C(COC(=O)c1cc(=O)[nH]c2ccccc12)NCCc1ccccc1	-0.2	-4.8	7.5	i	-2.4	3.4	-19.3	1.4	-0.6
Fc1ccc(Oc2ccc3nnc(C(F)(F)F)n3n2)cc1	0.1	-5.4	3.6	i	0.5	0.3	13.9	-0.9	-1.1
C1=CC2CC1CC2CN1CCN(c2ccccc2)CC1 (stereo not drawn)	-0.2	0.9	-2.5	i	-3.9	-0.5	-2.2	nt	-0.2
Cc1cc(C(=O)CSc2nncn2C)c(C)n1-c1ccccc1	-0.3	-1.2	-2.5	i	-6.0	-0.5	-11.0	0.7	-4.5
O=S(=O)(NCc1ccccc1)c1ccc(Cl)cc1	-0.4	1.3	-0.9	i	-2.6	-2.5	4.8	0.4	-1.2
Cc1c(C(=O)NCc2ccc3c(c2)OCO3)oc2ccc(S(=O)(=O)N3CCCCC3)cc12	-0.3	3.7	-13.5	i	17.6	-4.6	7.8	-0.5	-4.8

Structures above that bear a hit mark in Neddyl block:
Structure	TbMetRS inhib	CSN deneddyl inh	E coli Lon inh	Neddyl block	Rin1 Abl inh	PABP1 MLLE inh	MsrA inhibitor	MsrA act
CCOc1ccccc1CNc1ccc(N2CCOCC2)c(C(=O)O)c1	-1.0	4.0	-1.8	+	2.2	0.9	nt	-4.8

Compounds listed so far with an aryl thioether with sulfur outside any ring:
mol	TbMetRS inhib	CSN deneddyl inh	E coli Lon inh	Neddyl block	FAS-TE inh	Rin1 Abl inh	PABP1 MLLE inh	MsrA inhibitor	MsrA act
COc1cccc(-n2nnnc2SCC(=O)NC2CCCCC2)c1	-0.5	-4.3	0.1	i	-0.7	1.4	12.3	-0.1	4.7
C/C=C/Cn1c(SC)nc2c1c(=O)[nH]c(=O)n2C	-1.1	0.9	-18.0	i	-6.3	-1.1	31.0	1.0	-4.7
CCn1c(SCC(=O)Nc2ccccc2C(=O)OC)nnc1-c1cccc(C)c1	-0.7	3.2	4.8	i	-3.5	1.6	6.1	0.1	0.1
Cc1cc(C(=O)CSc2nncn2C)c(C)n1-c1ccccc1	-0.3	-1.2	-2.5	i	-6.0	-0.5	-11.0	0.7	-4.5
